Bioassay records from PubChem.
hcGAS inh – blocks human cGAS activity; Q8N884; recombinant h-cGAS, ATP depletion, Kinase-Glo luminescence; inhibition, % at 12.5 µM; hit rate 0.081% among 290,000; AID 1259398;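 further: 0% = vehicle reaction and 100% = reaction without DNA for no activity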
Target sequence (Q8N884 whole entry, looked up): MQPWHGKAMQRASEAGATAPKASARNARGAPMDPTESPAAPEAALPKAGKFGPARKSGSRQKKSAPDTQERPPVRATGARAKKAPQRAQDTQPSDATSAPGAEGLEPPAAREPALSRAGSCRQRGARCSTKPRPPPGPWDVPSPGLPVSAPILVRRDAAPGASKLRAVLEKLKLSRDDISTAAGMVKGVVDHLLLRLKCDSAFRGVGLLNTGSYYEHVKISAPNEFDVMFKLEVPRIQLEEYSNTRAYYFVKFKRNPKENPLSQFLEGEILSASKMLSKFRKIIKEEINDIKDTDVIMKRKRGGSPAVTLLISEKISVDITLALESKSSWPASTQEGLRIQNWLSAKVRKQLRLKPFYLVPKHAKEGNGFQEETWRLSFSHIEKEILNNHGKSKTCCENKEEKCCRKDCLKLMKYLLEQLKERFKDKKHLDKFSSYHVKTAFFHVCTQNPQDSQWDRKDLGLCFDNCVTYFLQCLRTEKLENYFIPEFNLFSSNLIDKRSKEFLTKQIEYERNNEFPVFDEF
NPYLR7 agonist – activates Aedes aegypti NPYLR7 receptor; activation, % at 10 µM; hit rate 0.15% among 270,000; AID 1259423; HEK293T NPYLR7/Galpha15, GCaMP6s calcium fluorescence; in the data active means activation above about 40%;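 further: 0% = vehicle and 100% = reference agonist at the receptor; some compounds past the cut are filed as inactive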
mcGAS inh – inhibitors of mouse cGAS; Q8C6L5; recombinant cGAS, Kinase-Glo ATP depletion luminescence; AID 1259399; hit rate 0.15% among 160,000; inhibition, % at 12.5 µM;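 further: 0% = negative control wells and 100% = reference inhibitor with no enzyme activity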
Active calls of the source: *; · = not tested or not shown; & = joins results of further samples. Unless noted, no stated cut-off is given here; in the data, active means inhibition above about 40%; inactive means the rest.

The line under a structure holds: hcGAS inh | NPYLR7 agonist | mcGAS inh
CN(Cc1ccccc1)c1cc(C(C)(C)C)nc(SCc2cccc(C(=O)NC3CC3)c2)n1
 : -1 | 3 | -2
COc1ccc2[nH]c3c(c2c1)CCN(C(=O)COc1ccc(Cl)cc1)C3c1ccc(OCCCN(C)C)cc1 (stereo not given)
 : -1 | 2 | -6
COCCn1c(C(=O)Nc2ccccc2)cc2c(=O)n(C)c(=O)n(C)c21
 : -4 | -3 | -7
Cn1c(=O)cc(C(=O)N2CCCC(O)(CO)CC2)c2ccccc21 (stereo not given)
 : -7 | -4 | -5
Cc1ccc(C(=O)NCCc2nnc3ccc(SCc4ccc([N+](=O)[O-])cc4)nn23)cc1
 : -6 | 9 | -7
CCCCCc1ccc(C(=O)Nc2ccc3[nH]cc(CCN(C)C4CCCCC4)c3c2)cc1
 : -7 | 2 | -7
COc1ccccc1N1CCN(Cc2cccc3nccnc23)C(C)C1 (stereo not given)
 : -7 | 1 | ·
CC(C)Sc1ccc(CC(=O)NCC2CCN(C(C)C)CC2)cc1
 : -8 | 2 | ·
CCOC(=O)N1CC(=O)N(CCCc2ccccc2)CC(O)C1 (stereo not given)
 : -4 | 21 | -6
CCOCCS(=O)(=O)Cc1cc(C)cc(C)c1
 : 5 | -5 | -3
O=[N+]([O-])c1cnc(Nc2ccc(O)cc2)c([N+](=O)[O-])c1
 : -14 | -2 | -7
Cc1cccc(-n2ccnc2-c2cccnc2)c1
 : -14 | 8 | ·
CCOC(=O)C(CC)Sc1ccc2nnc(CCNC(=O)c3ccc(C)cc3)n2n1 (stereo not given)
 : -5 | 1 | -9
Cc1cccc(COC(CN2CCN(S(=O)(=O)c3c(C)noc3C)CC2)c2ccc(Cl)cc2)c1 (stereo not given)
 : -5 | -3 | -7
Oc1ccc(C=Cc2ccncc2)cc1
 : 1 | 5 | ·
O=C1C2C3CCC(O3)C2C(=O)N1n1cnnc1 (stereo not given)
 : -6 | 3 | ·
COc1ccccc1-n1ncc2c(C)nnc(SCC(=O)N3CCc4ccccc43)c21
 : -8 | -12 | -11
Cc1cc(O)c(CN2CCN(CCO)CC2)c2c1C(=O)/C(=C/c1cccs1)O2
 : -4 | 28 | -7
CC(C)(C)OC(=O)N1CCCC1C(=O)NCCCc1cc(N)n(-c2ccccc2)n1 (stereo not given)
 : -2 | 0 | ·
CNC(=O)CSCc1noc(-c2ccccc2Cl)n1
 : -8 | 7 | ·
COc1ccc(NC(=O)CCC2CCCN(Cc3ccc(CO)o3)C2)cc1Cl (stereo not given)
 : -7 | 3 | ·
COc1ccccc1CNc1ccc(S(=O)(=O)Cc2ccc(Cl)cc2)nn1
 : -5 | -1 | -6
O=C(NCC1CCCN(c2nccn3cnnc23)C1)C1CC(=O)N(C2CCCCCC2)C1 (stereo not given)
 : -12 | 5 | ·
CCOc1ccccc1N1CCN(S(=O)(=O)c2ccc3oc(=O)ccc3c2)CC1
 : 3 | 1 | -8
COc1c2ccoc2cc2oc(=O)ccc12
 : -3 | -10 | ·
O=C(O)c1ccc(CSc2nnnn2-c2cccc3ccccc23)cc1
 : 5 | 0 | ·
CNC(C)(C)C(=O)NCC1CCN(C2CC(C)(C)NC(C)(C)C2)C1 (stereo not given)
 : -3 | -1 | -9
CCCNC(=O)Cn1nc2c(c1NC(=O)C1(c3ccc(Cl)cc3)CCCC1)CSC2
 : -3 | -11 | -6
Cc1nn(C)c(Cl)c1C(=O)N1CC(n2cccn2)C1
 : -9 | -8 | -14
O=C(c1ccc(Br)cc1)N1CCN(C(=O)c2ccc(Br)cc2)CC1
 : -3 | 2 | ·
COc1ccccc1CNC(=O)CN1CCCC(c2nc(C(C)C)no2)C1 (stereo not given)
 : 4 | 3 | -4
O=C(Nc1ccc(C(=O)N2CCC3(CC2)OCCO3)s1)c1ccco1
 : -7 | -5 | ·
C=Cc1cccc(CN2CCC(CNS(=O)(=O)N3CCCC3)C2)c1 (stereo not given)
 : -4 | -1 | -14
CCCc1c(C(=O)NCC2CCCO2)nnn1-c1ccccc1 (stereo not given)
 : -11 | 1 | -9
CN1CCCC2(CCN(C(=O)C(=O)N3CCOCC3)C2)C1=O (stereo not given)
 : -4 | -2 | 0
CN(C)C(CNC(=O)c1ccc2ccccc2c1)c1cccs1 (stereo not given)
 : -6 | 2 | -5
O=C(c1ccc(N2CCCCC2=O)cc1)N1CCN(S(=O)(=O)c2cccc(Cl)c2)CC1
 : -7 | 5 | -7
COc1cccc2cc(C(N)=O)c(=Nc3ccc(C)cc3)oc12
 : -4 | 0 | -5
CNC(=O)[C@H]1C[C@]2(CCCCN(C)C2=O)N(C(=O)c2cc(C)oc2C)[C@H]1c1ccco1
 : 2 | 6 | -6
Cc1ccccc1NC(=O)N1CCN(CC(OCc2ccc(C(F)(F)F)cc2)c2ccc(Cl)cc2)CC1 (stereo not given)
 : -11 | · | -6
COc1ccc(C(=O)N(Cc2nc3cc(C)ccc3o2)Cc2ccccc2Cl)c(OC)c1
 : 0 | -3 | -4
COc1ccc(CCN2COc3ccc4c(c3C2)O/C(=C\c2ccncc2)C4=O)cc1OC
 : -2 | 55* | 11
C=CCOc1cccn2c(N(C)C(=O)Nc3ccccc3OC)c(CC)nc12
 : -4 | -9 | -2
CCCCCCNC1=NCCS1
 : -8 | 2 | ·
COc1cccc(OC)c1-c1cnnc(NCC2(N(C)C)CCCCC2)n1
 : -5 | 3 | ·

One compound at a time, from the list above.
`CCCCCCNC1=NCCS1` is listed as hcGAS inh: -8; NPYLR7 agonist: 2; mcGAS inh: ·
`COc1ccccc1CNC(=O)CN1CCCC(c2nc(C(C)C)no2)C1` (stereo not given) is listed as hcGAS inh: 4; NPYLR7 agonist: 3; mcGAS inh: -4

(further entries)
The line under a structure holds: hcGAS inh | NPYLR7 agonist | mcGAS inh
COc1cn(CC(=O)NCc2ccc(C)cc2)c(CSc2nc(C)cc(C)n2)cc1=O
 : -7 | 0 | -11
O=C(CN1C2=NCCN2c2ccccc21)c1ccccc1
 : -2 | 4 | -4
Cc1ccc(C2CCCN2C(=O)CNC(=O)C2CCCCC2)cc1 (stereo not given)
 : -10 | 2 | ·
O=C(N/N=c1\oc2ccc(Br)cc2cc1-c1nc2ccccc2[nH]1)c1ccc([N+](=O)[O-])cc1
 : -2 | -6 | -6
COc1ccc(OC)c(C2NC(=O)N(C)C3=C2C(=O)N(CCN2CCCC2)C3)c1 (stereo not given)
 : -6 | · | -5
O=C(Cn1cnc2sc3c(c2c1=O)CCCC3)NC1CCCCC1
 : -4 | 8 | ·
O=C(c1cc(=O)c2ccccc2o1)N1CCN(Cc2nnnn2-c2cccc(F)c2)CC1
 : -5 | -1 | -5
O=C(CCC1CCCN(Cc2ccc3c(c2)OCCO3)C1)NCc1ccccc1Cl (stereo not given)
 : 0 | 3 | -7
Cc1ccc(Sc2ccc(C=C3C(=O)NC(=S)NC3=O)o2)cc1
 : -1 | -11 | 3
CCC(CC)n1nc(C)cc1NC(=O)CC1CCOCC1
 : -5 | 2 | -12
CN(CCC1CCCCN1C)Cc1ccc(OCC(F)(F)F)nc1 (stereo not given)
 : 0 | 23 | ·
Cc1ccc(Nc2nc(N3CCN(c4ccc(F)cc4)CC3)nc3nccnc23)cc1C
 : 1 | 2 | ·
CCOC(=O)C1(Cc2cccc(Cl)c2)CCCN(C(=O)c2cc(C)nc(C)n2)C1 (stereo not given)
 : -6&4 | 3&-12 | 1
CSc1ccc(CN2CCC(CCC(=O)NCc3cccnc3)CC2)cc1
 : -7 | 3 | ·
Cc1ccc(-c2nc3cc(Cl)ccc3o2)cc1NC(=O)c1ccc([N+](=O)[O-])cc1
 : -1 | -6 | -4
O=C(N=Nc1c(O)[nH]c2ccc(F)cc12)c1ccc(Cl)cc1
 : -6 | -1 | -4
CCCCN(Cc1cccn1Cc1ccc(Br)cc1)C(=O)CN(C(C)C)S(=O)(=O)c1ccc(Br)cc1
 : -5 | -4 | -5
COCCOC(=O)C1=C(C)NC(=O)NC1c1ccc(OC(F)F)c(OC)c1 (stereo not given)
 : -6 | 8 | ·
O=C(/C=C/c1ccccc1)N1CCN(C(C(=O)N2CCSCC2)C2CCCC2)CC1 (stereo not given)
 : -7 | 5 | -2
CC(C)(C)C(=O)NCC(=O)N1CCC(n2cccc2)CC1
 : -10 | 10 | -9
COCc1c(Br)c(C)nc(OCC(=O)N/N=C\c2cc3c(cc2Br)OCO3)c1C#N
 : -3 | 13 | -2
CC1=C(C(=O)OC2CCCCCCC2)C(c2ccccc2F)NC(=O)N1 (stereo not given)
 : -5 | -3 | -6
COCc1cc(CN2CCC3(CCCN(Cc4cc(OC)ccc4F)C3)C2)ccc1OC (stereo not given)
 : -5 | 16 | -9
Cc1ccnc(Nc2ccc(NCCNC(=O)Nc3cccc(C)c3C)nn2)c1
 : -9 | 13 | ·
Cc1ccc(-c2nc(CNc3ccnc(C)n3)[nH]c2-c2ccccn2)cc1
 : -8 | 3 | ·
CN(Cc1cccc2cnccc12)C(=O)c1cc(COc2ccc(F)cc2F)on1
 : -2 | -5 | -2
Cc1nc(C(=O)N2CCC(O)(c3ccc(Cl)cc3)CC2)cs1
 : -5 | -5 | -4
CCN(CC)c1ccc(C(=O)NNC(=O)CN2CCCCCC2)cc1
 : -5 | 3 | -5
COCCNC(=O)c1ccc(CSc2nnc(-c3ccccc3Cl)n2-c2ccc(OC)cc2)cc1
 : -14 | 13 | -6
CC(CN1CCCC1=O)NC(=O)NCC#Cc1ccc(C(F)(F)F)cc1 (stereo not given)
 : -2 | 3 | ·
CCCCCCn1c(CN2CC(C)CC(C)C2)nc2c1c(=O)n(C)c(=O)n2C (stereo not given)
 : -5 | 7 | ·
Nc1nc(Nc2ccc(C(=O)N[C@H]3C[C@H]4CC[C@@H]3C4)cc2)cc(Nc2ccc3ncsc3c2)n1
 : -1 | 1 | ·
O=C(CCc1nc(-c2ccncc2)no1)Nc1ccc(Oc2ccccc2)cc1
 : 4 | 7 | ·
CCN(CC)Cc1ccccc1CNC(=O)c1nn(-c2ccccc2)c(=O)c2ccccc12
 : -5 | 0 | ·
Cc1ccc(-c2nc3scc(CCNS(=O)(=O)c4c(C)cc(C)cc4C)n3n2)cc1
 : -9 | -4 | -8
CCCSc1nc2c(c(=O)[nH]1)C(c1ccc(F)cc1)C(C(=O)OC(C)C)C(C)=N2 (stereo not given)
 : -4 | 2 | -8
Cc1ccc(C(=O)O)c(N2CCC3(CCNCC3)C2)n1
 : -7 | 7 | ·
COC(=O)C(C)Sc1nc(N)c(NC(=O)c2ccc(OC)c(OC)c2)c(=O)[nH]1 (stereo not given)
 : -3 | 9 | -5
COc1cccc(-c2nc(OC(C)C)nn2-c2cccc(NC(=O)c3cccc([N+](=O)[O-])c3)c2)c1
 : -2 | 24 | -7
O=C(NCCCS(=O)(=O)N1CCN(c2ccccc2)CC1)c1ccc(=O)[nH]c1
 : 1 | 0 | -3
CC(OCC(F)(F)F)C(=O)NCC1CC1 (stereo not given)
 : -1 | 15 | ·
CCN1C(=O)C(=Cc2ccsc2)SC1=S
 : -3 | -11 | ·
CCCCC(=O)NC(NC(=O)CCCC)c1ccccc1OC
 : -9 | 8 | ·
CCNC(=O)Nc1ccc2c(c1)CN(CCC(C)C)C(=O)C(C)O2 (stereo not given)
 : -4 | · | -4
O=S(=O)(NN1CCOCC1)c1ccc(Br)s1
 : -5 | 2 | ·

The final 3 records of the part before are carried over, then new ones follow:
The line under a structure holds: hcGAS inh | NPYLR7 agonist | mcGAS inh
CCCCC(=O)NC(NC(=O)CCCC)c1ccccc1OC
 : -9 | 8 | ·
CCNC(=O)Nc1ccc2c(c1)CN(CCC(C)C)C(=O)C(C)O2 (stereo not given)
 : -4 | · | -4
O=S(=O)(NN1CCOCC1)c1ccc(Br)s1
 : -5 | 2 | ·
Cc1ccc(CSc2nn3c(=O)c(C)nnc3s2)cc1
 : 2 | 1 | -1
O=c1[nH]c(-c2cccs2)nc2sc3c(c12)CCC3
 : -5 | -3 | ·
CC1CN(C(=O)CN2CCc3sccc3C2c2cccc(F)c2)CCN1C(=O)c1ccc(F)cc1 (stereo not given)
 : -4 | 5 | -8
COc1ccc(CN2CCN(c3ccc(F)cc3F)C(=O)C2C)cc1 (stereo not given)
 : 4 | -1 | -3
O=C(O)CC1N=C(c2ccccc2)OC1=O (stereo not given)
 : 2 | 17 | ·
CCn1ccc(C(=O)Nc2cccc3nc(C)ccc23)n1
 : -4 | 1 | ·
S=c1[nH]nc(-c2sc3ccccc3c2Cl)n1CCN1CCOCC1
 : -7 | 1 | -7
OCc1cccc(-n2ccnc2-c2ccc(Cl)cc2F)c1
 : -1 | 0 | ·
Cc1ccsc1CN(Cc1ccc(F)cc1)C(=O)CN(C(=O)c1cc(C(F)(F)F)cc(C(F)(F)F)c1)C1CCCCC1
 : -8 | 2 | -2
Cc1ccc(C2NC(=O)c3ccc(Cl)cc3N2)o1 (stereo not given)
 : -4 | 3 | -8
O=C1OC(c2cccc(F)c2)=N/C1=C\c1ccc2c(c1)OCO2
 : -4 | -2 | ·
O=C(NCCNc1cccnc1)c1cc2ccccc2oc1=O
 : -2 | 4 | -6
COc1ccc(-c2nc(CSc3ccc(Cl)cc3)cs2)cc1OC
 : -6 | -1 | -6
CCn1nc(C(=O)N(Cc2ccccn2)c2nc3c(F)cccc3s2)cc1C
 : 1 | -2 | ·
CCCc1ccc(-c2nccn2CCc2nc(C)cc(=O)[nH]2)o1
 : -2 | · | -10
CC(C)Cc1nnc(NC(=O)c2ccccc2)s1
 : -5 | 12 | ·
COc1cc(C(=O)N2CCN(C(=O)COc3ccccc3)CC2)cc(OC)c1OC
 : -3 | 2 | -3
O=C(NC(=S)NC1CCSC1=O)c1cccc([N+](=O)[O-])c1 (stereo not given)
 : -8 | 1 | -3
CCOC(=O)c1ccc2c(C)noc2n1
 : -9 | 0 | ·
CCn1nc(C)c(CNC(=O)CC2C(=O)NCCN2CC2CCCCC2)c1C (stereo not given)
 : -4 | 7 | ·
